High-throughput results deposited in PubChem by NCI.
NCI-60 one-dose screen, 48 h, at 10 µM unless noted. Numbers give growth in % (100 = growth as untreated, 0 = no growth, -100 = all killed).
MOLT-4: MOLT-4 leukemia cells | AID 1794779 | hit rate 6.9% among 80,000
CCRF-CEM: CCRF-CEM leukemia; hit rate 7% among 77,000; AID 1794778
SR: SR leukemia cells; hit rate 8.7% among 73,000
RPMI-8226: RPMI-8226 leukemia cells | hit rate 7.5% among 77,000 | AID 1794781
MDA-MB-435: MDA-MB-435 melanoma; hit rate 7.8% among 82,000; AID 1794794
HOP-62: HOP-62 NSCLC; hit rate 3.9% among 80,000; AID 1794735
HOP-92: HOP-92 NSCLC cells. hit rate 6.3% among 71,000
K-562: K-562 leukemia. hit rate 7.4% among 78,000. AID 1794777
Numbers without * were called inactive; nt = not tested or not shown; & = joins results of further samples; [ ] = dose if it differs, or a comment. Rule for the calls: active = growth percent below 10; inactive = the rest.

SMILES	MOLT-4	CCRF-CEM	SR	RPMI-8226	MDA-MB-435	HOP-62	HOP-92	K-562
COc1cccc2nc3n(c12)C(c1c(F)cccc1F)SC3 (stereo not given)	87	90	nt	70	106	104	46	85
O=C(CCC(C(=O)c1ccccc1)c1ccccc1)c1ccccc1 (stereo not given)	46	38	25	65	4.5*	77	nt	19
COc1ccc2[nH]c(=O)c3c(c2c1)OC(N)=C(C#N)C31c2cc(Br)ccc2-c2ccc(Br)cc21	95	96	91	105	98	106	101	88
Cc1ccc2nc(Cl)c(Cn3nnnc3SCc3ccccc3)cc2c1	98	94	80	93	103	86	71	88
CC(=O)Oc1ccc(N2C(=O)C=CC2=O)cc1	67	76&40	117&95	109&96	105&106	94	93&92	115&46
Clc1ccc(C2c3ccccc3-c3nccn32)c(Cl)c1 (stereo not given)	66	nt	nt	26	90	78	-2.6*	35
O=Cc1c(-c2ccc(F)cc2)nc2sc(-c3c[nH]c4ccccc34)nn12	82	75	94	80	99	97	96	88
CN(C)Cc1ccc2ccccc2c1O	100	120	104	114	120	91	93	96
CCCc1ccc(-c2ccc(=O)n(-c3ccc(S(N)(=O)=O)cc3)n2)cc1	92	nt	99	86	93	96	74	101
NS(=O)(=O)c1ccc(N2N=C(c3ccc(Cl)c(Cl)c3)CC2c2cn(-c3ccccc3)nc2-c2ccc(Cl)cc2)cc1 (stereo not given)	74	56	44	66	67	101	99	56
O=C(/C=C/c1cccc([N+](=O)[O-])c1)c1ccccc1	104	89	39	65	nt	nt	77	111
Cc1ccc(S(=O)(=O)OCC2CCC(COS(=O)(=O)c3ccc(C)cc3)O2)cc1 (stereo not given)	103	106	94	95	104	104	89	84
CCOC(CN1CCN(CC(C)C(=O)c2ccccc2)CC1)c1ccccc1 (stereo not given)	105	85	99	89	102	104	97	115
Cc1cc(C(=O)NN)c(C#N)c(=O)[nH]1	111	96	116	91	119	97	87	116
CCOC(=O)c1sc(/N=C2\NC(=O)/C(=C/c3ccc(OC)cc3)S2)nc1C	105	114	102	113	76	84	66	89
CCOC(=O)c1cc(OCC)nc2ccccc12	105	106	118	109	103	119	100	106
COc1ccc(NS(=O)(=O)/N=C2\NC(=O)NC2=C(Cl)Cl)cc1	92	61	116	49	106	108	109	104
O=C(CCCCC(=O)N/N=C\c1ccccc1Cl)N/N=C\c1ccccc1Cl	72	55	67	34	nt	72	116	33
Cn1c(=O)c2[nH]c(/N=N/N3CCCCC3)nc2n(C)c1=O	97	95	83	101	99	105	nt	95
O=C1/C(=C/c2ccccn2)Sc2c(Br)cccc21	94	nt	92	101	103	82	102	97
Oc1[nH]c(=S)sc1C=Nc1ccc(Cl)cc1	96	112	91	89	101	98	88	93
O=C(O)CCc1ccccc1	102	97	112	101	119	103	91	109
O=C1NC(=O)N(C2CCCCC2)CC1Br (stereo not given)	78	57	nt	80	88	120	66	78
CCCCCCCCCCCCCCCCCOC(=O)CCCCCCCCCCCCCCCCC	128	nt	117	94	103	111	nt	117
COc1ccc2c(c1)O/C(=C/c1ccc(OCC(=O)Nc3ccc(S(=O)(=O)N=C(N)N)cc3)cc1)C2=O	92	71	83	86	108	125	90	87
COC(=O)c1cc(-c2cc3ccccc3o2)c(C#N)c(=O)[nH]1	96	158	84	113	109	85	73	101
NC(=O)N/N=C/c1cccs1	99	96	98	103	102	100	95	107
CS(=O)(=O)Nc1ccc(C(=O)NC(C(=O)NO)c2ccc(N3CCNCC3)cc2)cc1 (stereo not given)	105	116	135	120	107	104	104	114
O=C(Nc1cccc(Cl)c1)Nc1nc2ccc([N+](=O)[O-])cc2s1	2.4*	9.5*	2.1*	3.5*	-8.7*	-1.8*	-12*	4.5*
C=C(C)CN(CC(=C)C)C(=N)OC(C)CC (stereo not given)	96	48	97	95	105	102	96	99
Cc1ccccc1-n1nnc(C(=O)Nc2ccc(-c3ccccc3)cc2)c1C	66[50 µM]	65[50 µM]	33[50 µM]	nt	61[50 µM]	104[50 µM]	92[50 µM]	35[50 µM]
CCCCCCCCCCCCCCCCCCOc1ccccc1N	23	11	75	12	79	91	79	87
COc1ccc(C2CC(c3ccc4ccccc4c3)=NN2c2nc(O)c(C3=c4cc(OC)ccc4=NC3=O)s2)cc1 (stereo not given)	-13*	8.7*	-31*	1.8*	-60*	-61*	-68*	0.0*
COC(=O)c1c(C)nc(C)c2c1C(=O)C=C(NCCc1c[nH]c3ccccc13)C2=O	78	72	116	75	106	99	98	79
Cc1ccc(S(=O)(=O)N(CCCc2c(C)nc(N)[nH]c2=O)Cc2ccc([N+](=O)[O-])cc2)cc1	79	97	96	91	109	115	92	96
CC/C(Cc1ccccc1)=C(/c1ccc(O)cc1)c1ccc(OCCN(CC)CC)cc1	68	78	78	84	94	97	65	61
CCC(C)C(C)(O)CC (stereo not given)	87	93	85	104	103	111	nt	92
CCOC(=O)c1nn(CC(O)c2ccccc2)c(NC(=O)Nc2ccc(F)cc2)c1C (stereo not given)	82	92	93	92	92	100	92	80
C=C(C)[C@@H]1CC=C2c3sc(-c4ccc(F)c(F)c4)nc3C[C@@H](C)[C@]2(C)C1	100	99	133	nt	nt	97	103	99
CC(=O)N1N=C(c2cccc(OCCCCOc3cccc(C4=NN(C(C)=O)C(c5ccc(Cl)cc5)C4)c3)c2)CC1c1ccc(Cl)cc1 (stereo not given)	78	79	70	52	93	97	66	62

Reformatted in markdown: 14 of the compounds above
| mol | MOLT-4 | CCRF-CEM | SR | RPMI-8226 | MDA-MB-435 | HOP-62 | HOP-92 | K-562 |
| --- | --- | --- | --- | --- | --- | --- | --- | --- |
| CCCCCCCCCCCCCCCCCOC(=O)CCCCCCCCCCCCCCCCC | 128 | nt | 117 | 94 | 103 | 111 | nt | 117 |
| COc1ccc2c(c1)O/C(=C/c1ccc(OCC(=O)Nc3ccc(S(=O)(=O)N=C(N)N)cc3)cc1)C2=O | 92 | 71 | 83 | 86 | 108 | 125 | 90 | 87 |
| COC(=O)c1cc(-c2cc3ccccc3o2)c(C#N)c(=O)[nH]1 | 96 | 158 | 84 | 113 | 109 | 85 | 73 | 101 |
| NC(=O)N/N=C/c1cccs1 | 99 | 96 | 98 | 103 | 102 | 100 | 95 | 107 |
| CS(=O)(=O)Nc1ccc(C(=O)NC(C(=O)NO)c2ccc(N3CCNCC3)cc2)cc1 (stereo not given) | 105 | 116 | 135 | 120 | 107 | 104 | 104 | 114 |
| O=C(Nc1cccc(Cl)c1)Nc1nc2ccc([N+](=O)[O-])cc2s1 | 2.4* | 9.5* | 2.1* | 3.5* | -8.7* | -1.8* | -12* | 4.5* |
| C=C(C)CN(CC(=C)C)C(=N)OC(C)CC (stereo not given) | 96 | 48 | 97 | 95 | 105 | 102 | 96 | 99 |
| Cc1ccccc1-n1nnc(C(=O)Nc2ccc(-c3ccccc3)cc2)c1C | 66[50 µM] | 65[50 µM] | 33[50 µM] | nt | 61[50 µM] | 104[50 µM] | 92[50 µM] | 35[50 µM] |
| CCCCCCCCCCCCCCCCCCOc1ccccc1N | 23 | 11 | 75 | 12 | 79 | 91 | 79 | 87 |
| COc1ccc(C2CC(c3ccc4ccccc4c3)=NN2c2nc(O)c(C3=c4cc(OC)ccc4=NC3=O)s2)cc1 (stereo not given) | -13* | 8.7* | -31* | 1.8* | -60* | -61* | -68* | 0.0* |
| COC(=O)c1c(C)nc(C)c2c1C(=O)C=C(NCCc1c[nH]c3ccccc13)C2=O | 78 | 72 | 116 | 75 | 106 | 99 | 98 | 79 |
| Cc1ccc(S(=O)(=O)N(CCCc2c(C)nc(N)[nH]c2=O)Cc2ccc([N+](=O)[O-])cc2)cc1 | 79 | 97 | 96 | 91 | 109 | 115 | 92 | 96 |
| CC/C(Cc1ccccc1)=C(/c1ccc(O)cc1)c1ccc(OCCN(CC)CC)cc1 | 68 | 78 | 78 | 84 | 94 | 97 | 65 | 61 |
| CCC(C)C(C)(O)CC (stereo not given) | 87 | 93 | 85 | 104 | 103 | 111 | nt | 92 |

The results go on:
SMILES	MOLT-4	CCRF-CEM	SR	RPMI-8226	MDA-MB-435	HOP-62	HOP-92	K-562
C=C(C)[C@@H]1CC[C@]2(COC(=O)c3ccccc3C(=O)O)CC[C@]3(C)[C@H](CC[C@@H]4[C@@]5(C)CC[C@H](OC(=O)c6ccccc6C(=O)O)C(C)(C)[C@@H]5CC[C@]43C)[C@@H]12	40[100 µM]	46[100 µM]	64[100 µM]	28[100 µM]	31[100 µM]	3.2*[100 µM]	-22*[100 µM]	45[100 µM]
COc1ccc(N2COC(=O)c3ccccc32)cc1	78	89	102	102	106	96	95	90
CCOC(=O)c1cn2ncnc(Oc3ccc(NC(=O)Nc4ccc(Cl)c(C(F)(F)F)c4)c(F)c3)c2c1C	93	89	58	89	94	110	106	75
OC(C#Cc1ccccc1)c1ccccc1 (stereo not given)	59	nt	nt	107	97	105	nt	65
Cc1nc([N+](=O)[O-])cn1CC(Cl)Cn1cc([N+](=O)[O-])nc1C	106&99	92	nt	108&103	104&105	103&96	102&107	114&99
O=C(NC(CO)C(=O)O)OCc1ccccc1 (stereo not given)	104	98	115	104	116	88	101	112
Cc1ccsc1[C@H]1c2[nH]c3ccccc3c2C[C@H]2C(=O)N(CCCCCCC(=O)NO)CC(=O)N12	40	27	42	59	91	101	93	58
CCN1C(=O)N(CC)C2C1NC(=S)N2/N=C/c1ccc(OC)cc1 (stereo not given)	48	53	24	85	-14*	59	70	20
O=C1OC(c2cccc3c(F)cccc23)c2ccccc21 (stereo not given)	97	75	nt	108	109	97	86	106
COc1cc2oc(-c3cccc(C(=O)Nc4ccc(Cl)cc4)c3)cc(=O)c2c(OCC(=O)NCC(=O)OC(C)(C)C)c1OC	70	82	74	62	93	98	67	96
CC[n+]1ccc(Nc2ccc(NC(=O)c3ccc(Nc4cc[n+](CC)c5ccc([N+](=O)[O-])cc45)cc3)cc2)cc1	93	89	76	42	74	93	nt	48
O=C(C[C@@H]1C(=O)Nc2ccccc2N1C(=O)c1ccccc1)Nc1ccc(F)cc1	60[100 µM]	80[100 µM]	92[100 µM]	80[100 µM]	94[100 µM]	88[100 µM]	81[100 µM]	91[100 µM]
Fc1ccc(NCn2nc(-c3cnccn3)oc2=S)cc1	73	80	107	76	92	54	30	60
CC(=O)N1N=C(c2ccc(Cl)cc2)CC1c1sc(Cl)nc1Cl (stereo not given)	78	93	58	87	89	103	nt	66
Cc1ccc(-c2csc(NC(=O)c3cc(-c4ccccc4)nc4ccccc34)n2)cc1	89	81	86	91	108	87	89	80
N#C/C(=C\c1ccc([N+](=O)[O-])cc1)n1nnc2cc(F)c(F)cc21	3.6*	4.6*	-0.5*	-22*	41	64	9.0*	5.1*
CCOC(=O)c1ccc(C(C)(C)C)cc1	87	113	96	104	108	107	117	95
CC(=O)C1CCCCC1	nt	nt	nt	96	104	96	78	nt
O=c1c2cc(Cl)ccc2sc2c(OCCO)nc3ccccc3c12	95	90	87	90	93	101	83	88
CC(C)(C)OC(=O)n1cc(-c2nc(-c3ccsc3)cs2)c2cc(Br)ccc21	91	nt	93	nt	100	nt	nt	104
Cc1nc(Nc2ccc(OCc3c(-c4ccccc4)no[n+]3[O-])cc2)c2c(C)nn(-c3ccc(Br)cc3)c2n1	88	103	72	91	97	104	95	84
CCOC(=O)C1=C(C(C)=O)C(c2cccc([N+](=O)[O-])c2)C(C(C)=O)=C(C(=O)OCC)N1	94	90	nt	107	102	95	99	99
Clc1ccc(Nc2cccc(-c3[nH]nc4ncccc34)c2)c(Br)c1	84	89	nt	79	97	106	82	67
O=C1C=CC=C/C1=C\N(O)c1ccc(Cl)cc1	72	56	86	63	70	62	103	46
c1ccc(-c2oc3ncnc(NCCNc4ncnc5oc(-c6ccccc6)c(-c6ccccc6)c45)c3c2-c2ccccc2)cc1	102	102	110	114	107	95	107	92
CCN(CC)CCCNc1ccc(N)cc1	90	88	102	98	119	101	129	96
O=C1CC(C2=CCCCC2)C(=O)O1 (stereo not given)	101	106	nt	104	101	96	98	107
CS(=O)(=O)Nc1ccc(-c2ccc3c(c2)ncn3-c2ccc(NC(=O)Nc3ccc(Br)cc3)cc2)cc1	-18*	-15*	nt	-24*	-18*	-3.2*	27	4.9*
CC1(C)C=C(O)C=C(O)C1	nt	109	nt	106	113	114	117	nt
Cn1c(=O)c(C#N)c(-c2ccccc2)n2c(SCC3CO3)nnc12 (stereo not given)	95	97	65	97	50	27	64	79
CCSC(SCC)c1ccc(Cl)cc1	110	108	109	106	97	99	101	118
CCCCCCC(C)(O)C(C(=O)O)c1ccccc1 (stereo not given)	110	nt	nt	108	103	101	88	113
c1ccc(-c2nc3ccc4ccccc4c3nc2-c2ccccc2)cc1	60	nt	77	87	106	98	129	92
Cc1nn(-c2ccc([N+](=O)[O-])cc2)c2ncnc(N/N=C/c3ccccc3)c12	55	49	104	nt	95	92	69	81
CCC(C)C(NC(=O)C(Cc1cnc[nH]1)N(C(=O)OCc1ccccc1)C(=O)OCc1ccccc1)C(=O)OCc1ccccc1 (stereo not given)	87	103	73	98	101	104	nt	93

Hits appear at their usual frequency (roughly 14% active in at least one column).
